Bioassay records deposited in PubChem BioAssay by several laboratories.
P. falciparum M1AAP = malaria alanyl aminopeptidase activity blockers – biochemical, fluorogenic H-Leu-NHMec substrate, 1536-well (AID 1445); recombinant M1AAP, H-Leu-NHMec fluorogenic kinetic assay; higher % means a stronger effect; inhibition, % at 30 µM, or IC50 in µM where a hit was titrated; 220,000 tested, 0.42% active;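 active means primary inhibition above the hit cutoff, then over 50% inhibition at one or more dose response concentrations, cut at about 23% in these data, passing the limit was not always enough; inconclusive means conflicting primary data, or primary hits not chosen for dose response; inactive means low primary inhibition, or under 50% at every dose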;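 further: plate controls were DMSO full reaction for no effect and no enzyme background for full effect; strong numbers were not always called active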
Hep lipid drop = modulators of hepatic lipid droplet formation. AML12 mouse hepatocytes, oleate lipid droplets, BODIPY imaging. 240,000 tested, 0.4% active. AID 1656. inhibition, % at 6.5 µM;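 active means lipid droplet intensity inhibited by at least 50%, with more than 500 cells counted; inconclusive means wells with under 300 cells, treated as cytotoxic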
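System: AML12 hepatocytes (mouse). Probe or stimulus: oleic acid at 100 µM to induce lipid droplet formation. Times: overnight treatment with compound plus oleate. Detection: Image-based BODIPY and DAPI two-channel analysis. Evaluation: percent inhibition of filter-corrected integrated lipid droplet intensity per well.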
NOD2 inhibition = NOD2 signaling inhibitors, cell-based, luminescence, uHTS, HEK293 (AID 1566); HEK293 NOD2/NF-kB luciferase reporter, luminescence; higher % means a stronger effect; 290,000 tested, 0.63% active; inhibition, % at 4 µM, or EC50 in µM where a hit was titrated; further: many of its hits are not listed in these tables
AID2073 = disruptors of CaV2.2 binding to Mint1 – biochemical, HTRF (AID 2073) | HTRF protein-protein interaction, Mint1-CaV2.2; higher % means a stronger effect | inhibition, % at 20 µM, or IC50 in µM where a hit was titrated | 290,000 tested, 0.19% active; in the data active means inhibition mostly above about 51%, no sharp cut-off; inconclusive means no clear call, values can overlap the other calls; inactive means mostly below about 53%; further: some results filed as inactive read as strong as hits
ER stress rescue = protection against thapsigargin-triggered cell killing – 384-well, CSM14.1, ATP luminescence, primary screen (AID 1222); CSM14.1 thapsigargin-induced death rescue, ATP luminescence; higher % means a stronger effect; cellular ATP content (survival), % at 20 µM, or EC50 in µM where a hit was titrated; 190,000 tested, under 10 active;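 active means EC50 below 50 µM in the dose-response confirmation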;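 further: death triggered by thapsigargin at about 15 µM added after 2 h compound pretreatment; cell ATP read after overnight thapsigargin exposure of roughly 18 to 22 hours; normalized against plate controls of thapsigargin alone and 5% DMSO vehicle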
LYP inhibition = PTPN22 lymphoid phosphatase activity blockers – biochemical, fluorescence intensity, uHTS (AID 1779); recombinant LYP phosphatase, fluorescence intensity; higher % means a stronger effect; inhibition, % at 11.5 µM, or IC50 in µM where a hit was titrated; 290,000 tested, 0.054% active;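 further: plate controls were vehicle with enzyme for no effect and no enzyme for full effect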
Siah-1 displacement = blockers of Siah-1 interaction with plectin peptide – biochemical, fluorescence polarization, rhodamine-plectin, uHTS, primary screen (AID 1817); Siah-1 / rhodamine-plectin peptide fluorescence polarization; higher % means a stronger effect; 290,000 tested, 0.02% active; displacement, % at 20 µM, or IC50 in µM where a hit was titrated;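 active means displacement of at least 50% at 20 µM, with a fluorescence ratio check between 0.3 and a set limit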;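 further: plate controls were Siah plus tracer with DMSO for no effect and tracer alone without Siah for full effect; strong numbers were not always called active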
XIAP antagonists = small molecules displacing peptide from XIAP – biochemical, IAP family, fluorescence polarization (AID 1018); XIAP BIR domain, fluorescence polarization peptide displacement; higher % means a stronger effect; displacement, % at 20 µM, or IC50 in µM where a hit was titrated; 200,000 tested, 0.007% active; in the data active means displacement above about 50%; further: a part of the inactive calls stands beside numbers as strong as those of hits
M17LAP inhibition = P. falciparum M17LAP inhibitors, primary screen, biochemical, fluorogenic H-Leu-NHMec substrate, 1536-well (AID 1619) | inhibition, % at 30 µM; hits with a dose series show IC50 in µM | 220,000 tested, 0.38% active | recombinant M17LAP, H-Leu-NHMec fluorogenic kinetic assay; higher % means a stronger effect;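 active means compound inhibiting the enzyme by more than half at any dose during confirmatory dose-response retesting; inconclusive means strong single-dose inhibitors picked by rank but not retested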;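 further: plate controls were full reaction with DMSO carrier for no effect and no enzyme background for full effect; strong numbers were not always called active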
Hep lipid drop cells 6.5 µM = also measured in Hep lipid drop; calls as there; cell count; measured here: cell count, cytotoxicity flag;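 cells counted across two imaged fields per well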
An asterisk follows results filed as active; ? = inconclusive; / = no result given. Unless noted, no stated cut-off is given here; in the data, active means inhibition above about 50%; inactive means the rest. Some of the compounds tested. The share of hits here may be higher or lower than overall.

SMILES	P. falciparum M1AAP	Hep lipid drop	Hep lipid drop cells 6.5 µM	NOD2 inhibition	AID2073	ER stress rescue	LYP inhibition	Siah-1 displacement	XIAP antagonists	M17LAP inhibition
c1csc(-c2nc3ccccc3[nH]2)c1	0%	-12	740	11%	9%	-3.0%	-5%	-1%	-0.4%	-5%
Cc1ccc(S(=O)(=O)NCCOc2nc(N3CCOCC3)nc(N3CCOCC3)n2)cc1	0%	-1	740	0%	0%	0.2%	-8%	-2%	-5.8%	-8%
N#Cc1c(N)n(CCNC(=O)c2ccc(Cl)cc2)c2nc3ccccc3nc12	-4%	/	/	16%	22%	-0.8%	-4%	5%	-4.9%	-5%
CCn1c(C(=O)O)c(CC(=O)Nc2cccc(C(F)(F)F)c2)c2ccccc21	/	/	/	-26%	14%	/	-8%	2%	/	/
O=C(COC(=O)CCC1CCCC1)Nc1ccc(Cl)cn1	1%	-4	718	4%	7%	-2.8%	8%	-2%	-0.9%	-7%
O=Cc1ccc(-c2ccc(Cl)cc2Cl)[nH]1	3%	-1	641	-36%	16%	-0.9%	4%	-1%	-4.4%	-2%
COC(=O)[C@H](Cc1ccccc1)NC(=O)C1CCN(C(=O)[C@H](C)NS(=O)(=O)c2ccc(C)cc2)CC1	/	1	707	0%	-16%	/	-8%	0%	/	/
COc1cc(CCN2C(=O)N[C@@H](c3cccc(C(F)(F)F)c3)C(C(C)=O)=C2C)cc(OC)c1OC	1%	-40	697	11%	2%	1.2%	-5%	-4%	-30%	1%
CSc1cc(C)c(OCC(=O)Nc2ccc(NC(C)=O)cc2)c(C)c1	1%	2	672	-5%	4%	2.8%	-2%	1%	-1.6%	8%
CN(c1ccc(C(=O)Nc2ccccc2C(F)(F)F)cc1)S(C)(=O)=O	-1%	15	752	-3%	10%	-1.0%	-5%	-1%	-0.2%	2%
CC(=O)N1CCC2(CC1)C/C(=N\NC(=S)Nc1ccccc1F)c1cc(O)ccc1O2	5%	-2	620	13%	42%	-1.1%	2%	-9%	-0.7%	-5%
Cc1cc(C)n2cc(CSc3nnnn3-c3ccccc3)nc2n1	-1%	/	/	8%	0%	-0.3%	-14%	-2%	0.3%	5%
O=C(O)c1ccc(NC(=S)NC(=O)c2ccc(-c3ccc(Br)cc3)o2)cc1	/	-14	842	49%	46%	/	87%*	16%	/	/
COc1ccc(-n2ncc3c2CC(C)(C)CC3NC(=O)CCn2cncn2)cc1 (stereo not drawn)	/	3	678	-1%	2%	/	-16%	-11%	/	/
CCOC(=O)Cc1c(C)c2ccc(N(CC)CC)cc2oc1=O	?	/	/	19%	19%	-2.0%	3%	1%	-7.4%	-171%

Some values from the entries so far:
NOD2 inhibition, c1csc(-c2nc3ccccc3[nH]2)c1 : 11%
P. falciparum M1AAP, Cc1cc(C)n2cc(CSc3nnnn3-c3ccccc3)nc2n1 : -1%
Hep lipid drop, COc1cc(CCN2C(=O)N[C@@H](c3cccc(C(F)(F)F)c3)C(C(C)=O)=C2C)cc(OC)c1OC : -40

Additional entries follow:
SMILES	P. falciparum M1AAP	Hep lipid drop	Hep lipid drop cells 6.5 µM	NOD2 inhibition	AID2073	ER stress rescue	LYP inhibition	Siah-1 displacement	XIAP antagonists	M17LAP inhibition
Cc1cc(C)c2c3c(sc2n1)C(c1ccccc1)C(C#N)=C(N)O3 (stereo not drawn)	5%	4	802	-1%	-16%	-1.0%	-2%	-4%	-1.8%	3%
COc1ccc(CC(=O)O/N=C(\N)Cc2ccc(OC)cc2)cc1	-5%	/	/	3%	-6%	-1.7%	-5%	2%	-4.9%	10%
CC(C)Cc1nnc(NC(=O)CCC(=O)N2CCN(Cc3ccccc3)CC2)s1	/	-3	754	4%	2%	/	-6%	2%	/	/
O=C(COc1ccc(Cl)cc1)Nc1ccccc1C(=O)NCc1cccnc1	/	2	807	2%	9%	/	-12%	10%	/	/
CCCCCn1c(=O)c(-c2nc3ccccc3[nH]2)c(O)c2ccccc21	1%	19	685	-3%	24%	8.9%	-13%	8%	-1.3%	-4%
CCOC(=O)CC(=O)CSc1nc2ccccc2c(=O)n1-c1ccc(C(=O)N2CCOCC2)cc1	1%	/	/	9%	1%	0.7%	-5%	4%	-4.8%	-2%
Cn1c(C(=O)N2CCc3ccccc3C2)cc2c(=O)n3ccccc3nc21	22%	/	/	-58%	?	-2.4%	-13%	2%	-7.5%	-242%
CCOCCCNC(=O)C1(O)c2cc(Br)ccc2NC(=O)N1c1ccc(C)c(C)c1 (stereo not drawn)	/	15	440	19%	8%	/	-10%	-5%	/	/
COc1cccc(N2CCN(c3ccc4nnc(CCC(=O)Nc5ccc(F)cc5F)n4n3)CC2)c1	/	-7	710	19%	0%	/	-11%	-7%	/	/
COC(=O)CN(c1ccc(Cl)cc1C)S(C)(=O)=O	-2%	-2	669	9%	-1%	0.2%	-7%	6%	-4.4%	-7%
COc1ccc(OCc2nc(N)nc(Nc3cccc(C)c3C)n2)cc1	6%	/	/	8%	-4%	-1.5%	4%	2%	-1.9%	4%
Cc1ccc(NC(=O)CN(C)C(=O)/C=C/c2cccc(F)c2)cc1	-2%	-6	625	7%	0%	1.0%	-2%	2%	-30%	-10%
COc1ccc(C(=O)COC(=O)Cn2cnc3c2c(=O)n(C)c(=O)n3C)c(OC)c1	/	9	843	2%	7%	/	-6%	0%	/	/
Cc1cccc(NC(=O)c2cc3ccccc3o2)c1	-7%	-10	761	-112%	5%	-3.2%	1%	-3%	-3.5%	-7%
CC(C)C(=O)Nc1ccc(C(=O)Nc2ccc(Br)cc2F)cc1	-4%	-17	689	16%	10%	-0.8%	-1%	-6%	-6.1%	-6%
COc1ccc2c(c1)CC(C1(O)C(=O)Nc3ccccc31)C2=O (stereo not drawn)	-4%	/	/	8%	2%	2.4%	-10%	2%	-1.9%	2%
CCN(CC)CCOc1ccc2c(c1)C(=NNC(=O)c1ccccn1)c1cc(OCCN(CC)CC)ccc1-2	1%	-1	647	11%	2%	-4.5%	-14%	-3%	-6.6%	118%
CCOc1cc(S(=O)(=O)N2CCN(CC)CC2)ccc1Cl	-6%	6	709	-7%	15%	-2.4%	-9%	2%	-7.9%	6%
CCCCC1NC(=S)N(C2CCCCC2)C1=O (stereo not drawn)	-1%	-4	605	8%	-1%	-3.5%	-2%	-3%	-7.2%	9%
Cn1cnnc1Sc1cc(N2CCN(S(=O)(=O)c3ccccc3)CC2)ccc1[N+](=O)[O-]	8%	-9	560	25%	-2%	-4.1%	-14%	-10%	1.6%	7%
O=C(O)c1cc(C(=O)C2CCCCC2)c[nH]1	-1%	-4	700	11%	-2%	-2.9%	-4%	-1%	-6.3%	-7%
CC(Sc1nnc2ccccn12)C(=O)NCc1ccc2c(c1)OCO2 (stereo not drawn)	1%	18	708	16%	7%	1.9%	-5%	7%	-5.8%	-22%
CCc1ccc(N(C(=O)CNC(=O)c2cccs2)C(C(=O)NC(C)(C)C)c2cc(OC)c(OC)c(OC)c2)cc1 (stereo not drawn)	6%	/	/	4%	8%	3.8%	4%	-1%	-2.7%	4%
CC(=O)Oc1cc2c(cc1Cl)C1(CC(c3ccccc3Cl)O2)CC(C)(C)NC(=S)N1 (stereo not drawn)	8%	-2	752	5%	-6%	-3.3%	-1%	1%	-4.7%	19%
COCCn1cc(C(=O)N2CCCC(C)C2)c2c3ccccc3n(C)c2c1=O (stereo not drawn)	9%	/	/	7%	12%	-0.3%	6%	0%	-1.9%	-10%
CCOn1c(=O)c(-c2cccc([N+](=O)[O-])c2)[n+]([O-])c2ccccc21	8%	4	645	7%	-4%	4.9%	-5%	-3%	-4.9%	-3%
Cc1nc2nc(-c3ccc(Cl)cc3)[nH]n2c(=O)c1C	6%	/	/	-68%	3%	-0.9%	-2%	2%	-2.1%	8%
N#C/C(=C\C1CC2C=CC1C2)c1nc2ccccc2[nH]1 (stereo not drawn)	8%	-3	781	11%	-4%	2.2%	-5%	-2%	-7.4%	19%
COCc1cc(=O)[nH]c(/N=C(\N)Nc2ccc(Oc3ccccc3)cc2)n1	10%	/	/	9%	8%	1.2%	-6%	-2%	-4.4%	-3%
CCc1ccc2[nH]c(=O)c(CN(CCN(CC)CC)C(=S)NCc3ccco3)cc2c1	6%	-15	618	9%	0%	-3.0%	-11%	-9%	-7.1%	-11%
O=C(O)CC(Cc1ccc(Br)cc1)C(=O)O (stereo not drawn)	1%	4	714	2%	-3%	1.3%	2%	2%	-1.9%	0%
CCOC(=O)c1cnn(C)c1NC(=O)c1ccc(Cl)cc1Cl	/	/	/	-2%	7%	/	-9%	-1%	/	/
O=C(Nc1ccc(CN2CCOCC2)cc1)c1cc(Cl)ccc1Cl	/	-3	761	7%	-2%	/	-9%	6%	/	/
NC(=O)CN1CCCC1c1ccc2c(c1)OCCO2 (stereo not drawn)	/	/	/	-5%	2%	/	-4%	0%	/	/
CC(=O)c1sc(-c2ccc(Cl)cc2)nc1C	2%	16	692	-34%	-2%	-1.4%	0%	4%	-3.2%	-5%
O=C(Cc1cccc2ccccc12)N/N=C/c1ccc(Sc2cccc3cccnc23)o1	7%	0	714	22%	11%	0.2%	1%	-6%	-6.4%	6%
O=C1CC(c2ccc(F)cc2)Sc2nc(-c3ccccc3)c(-c3ccccc3)n21 (stereo not drawn)	3%	6	740	22%	-5%	9.4%	-2%	6%	-3.9%	10%
CCOC(=O)c1cnc2c(C(=O)OC)cccc2c1NCCN1CCOCC1	6%	-1	732	-1%	12%	-1.6%	-4%	4%	14%	-1%
Cc1cccc(C(=O)N2CCN(S(=O)(=O)N3CCCCCC3)CC2)c1	/	-2	802	-9%	26%	/	2%	5%	/	/
O=C(N/N=C/c1ccc([N+](=O)[O-])o1)c1cc2c(ccc3ccccc32)o1	6%	-5	623	12%	80%	-2.1%	12%	8%	-5.9%	4%
Cc1ccccc1N1CCN(C2CCCN(C(=O)c3ccc(Cl)s3)C2)CC1 (stereo not drawn)	/	4	680	11%	6%	/	-9%	8%	/	/
CC(C(=O)Nc1ccc(OCc2ccccc2)cc1)N1CCCC1 (stereo not drawn)	0%	4	657	7%	9%	2.2%	-4%	-2%	-5.9%	-1%
Cc1cc(C(=O)Nc2cccc3ccccc23)n(-c2ccccc2)n1	1%	-2	755	-3%	-6%	-0.5%	-5%	-5%	-7.7%	4%
